Assay outcomes from PubChem BioAssay.
Mcl1-Bid inh: disrupts binding of human Mcl-1 to Bid peptide. TR-FRET Mcl-1/Bid-Dy647 peptide binding, 1536-well. actives 0.97% (n = 220,000). inhibition, % at 21.7 µM. AID 1021;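 active = compounds that cut the binding signal by more than half at the single screening dose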;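 note: His-tagged Mcl-1 with europium anti-His antibody binding Bid BH3 peptide; 0% = Mcl-1 plus peptide wells and 100% = peptide-only wells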
Target sequence (Q07820 whole entry, looked up): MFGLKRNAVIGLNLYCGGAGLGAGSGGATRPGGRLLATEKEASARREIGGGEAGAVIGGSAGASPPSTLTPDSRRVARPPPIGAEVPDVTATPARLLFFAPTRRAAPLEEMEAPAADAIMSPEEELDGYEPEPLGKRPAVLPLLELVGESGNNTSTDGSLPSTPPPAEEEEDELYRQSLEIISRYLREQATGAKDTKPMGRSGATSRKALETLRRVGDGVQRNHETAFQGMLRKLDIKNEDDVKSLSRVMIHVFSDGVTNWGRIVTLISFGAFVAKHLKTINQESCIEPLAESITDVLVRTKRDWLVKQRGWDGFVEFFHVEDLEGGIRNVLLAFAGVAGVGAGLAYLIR
Rac1 mut GTP: alters GTP binding to activated mutant human Rac1; GST-Rac1 activated beads, fluorescent GTP binding, flow cytometry; actives lie on both sides; 100% means binding = to untreated wells; percent activity (GTP binding), % at 10 µM; actives 0.11% (n = 190,000); AID 764;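 active = GTP binding at least 20 percentage points away from the 100% baseline, in either direction, so actives lie on both sides; inconclusive = Compound likely fluorescent itself, or too few beads counted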
RGS8-Gao: regulators of human RGS8-Galphao interaction; multiplexed bead flow cytometry, RGS8-Galphao binding; actives lie on both sides; actives 0.34% (n = 220,000); response (percent of control binding), % at 10 µM; in the data active = response below about 60% or above about 140%; inactive = in between;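 note: Galphao activated as the GDP aluminium fluoride complex binding bead-coupled RGS8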
Target sequence (P09471 whole entry, looked up): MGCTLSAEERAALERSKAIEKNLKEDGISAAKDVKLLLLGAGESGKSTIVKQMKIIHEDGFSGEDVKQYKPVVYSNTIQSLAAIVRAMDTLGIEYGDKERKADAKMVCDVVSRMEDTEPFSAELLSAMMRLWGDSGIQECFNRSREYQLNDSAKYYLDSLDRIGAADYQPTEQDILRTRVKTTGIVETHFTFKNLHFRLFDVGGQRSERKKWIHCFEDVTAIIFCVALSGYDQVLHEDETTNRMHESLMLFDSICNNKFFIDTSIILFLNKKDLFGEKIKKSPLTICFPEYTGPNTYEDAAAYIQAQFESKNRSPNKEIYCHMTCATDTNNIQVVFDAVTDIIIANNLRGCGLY
Cdc42 wt: changes GTP binding to wildtype human Cdc42 | P60953 | actives 0.2% (n = 190,000) | percent activity (GTP binding), % at 10 µM | GST-Cdc42 beads, Bodipy-GTP binding, flow cytometry; actives lie on both sides;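 active = percent activity GTP binding at least 20 points away from the 100% baseline, either down as inhibitor or up as activator; inconclusive = compound flagged as likely green fluorescent from well-wide comparison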;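 note: median bead fluorescence of bound Bodipy-FL-GTP at 100 nM; 0% = excess unlabeled GTP control and 100% = no compound control; below 100% means less GTP binding so inhibitor and above means activator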
Target sequence (P60953 whole entry, looked up): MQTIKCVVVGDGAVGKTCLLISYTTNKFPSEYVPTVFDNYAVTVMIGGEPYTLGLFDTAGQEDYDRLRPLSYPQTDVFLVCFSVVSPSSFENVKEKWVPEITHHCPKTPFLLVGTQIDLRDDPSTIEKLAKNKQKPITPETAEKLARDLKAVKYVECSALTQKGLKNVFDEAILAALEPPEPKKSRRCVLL
Rab7 wt modul: alters GTP binding to wildtype dog Rab7; GST-Rab7 beads, fluorescent GTP binding, flow cytometry; actives lie on both sides; untreated = 100%, excess cold GTP = 0%; GTP binding activity (percent of control), % at 10 µM; actives 0.055% (n = 190,000);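 active = fluorescent GTP binding to Rab7 beads changed by at least 20 points from the 100% baseline, either direction, mostly lower; inconclusive = compound itself probably fluorescent, or too few beads counted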;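 note: median green fluorescence of bound Bodipy-FL-GTP per Rab7 bead population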
Pf gametocyte: inhibitors of late stage P. falciparum gametocyte viability; P. falciparum stage V gametocytes, ATP luminescence, 24 h; inhibition, % at 10.9 µM; actives 0.065% (n = 150,000); AID 743093;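 active = inhibition above the mean plus 3 SD of compounds within the control limits, set per campaign, cut at about 38% in these data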;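 note: 0% = DMSO wells and 100% = medium only without gametocytes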
Rac1 wt GTP bind: alters GTP binding to wildtype human Rac1; P63000; GST-Rac1 beads, fluorescent GTP binding, flow cytometry; actives lie on both sides; 0 = cold GTP competed, 100 = untreated; GTP binding activity (% of control), % at 10 µM; actives 0.27% (n = 190,000); AID 757;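 active = GTP binding activity at least 20 points away from the 100% control level, either lower or higher; inconclusive = compound flagged as likely green fluorescent, judged across all proteins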
HRas wt GTP: human HRas wildtype GTP binding, change in either direction; P01112; AID 759; GTP binding activity, % at 10 µM; GST-Ras wt beads, Bodipy-FL-GTP binding, flow cytometry; actives lie on both sides; actives 0.14% (n = 190,000);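 active = GTP binding activity at least 20% away from the 100% baseline, either lowered as inhibitor or raised as activator; inconclusive = flagged as likely green fluorescent, judged across all proteins in the well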;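 note: 0% = unlabeled GTP competition control and 100% = no-compound control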
Target sequence (P01112 whole entry, looked up): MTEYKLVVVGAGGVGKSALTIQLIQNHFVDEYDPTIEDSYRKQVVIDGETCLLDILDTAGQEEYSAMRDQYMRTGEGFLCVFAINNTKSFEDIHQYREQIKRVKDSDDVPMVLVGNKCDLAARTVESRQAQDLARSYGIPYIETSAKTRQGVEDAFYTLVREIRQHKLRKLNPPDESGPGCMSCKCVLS
Mcl1 Noxa PPI: disrupts binding of human Mcl-1 to Noxa peptide; Q07820; TR-FRET Mcl-1/Noxa peptide binding, 2 h; inhibition, % at 21.7 µM; actives 1.5% (n = 220,000);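 active = compounds that cut the protein-peptide binding signal by more than 50% relative to plate controls in a single-dose test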;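 note: His-tagged Mcl-1 with rhodamine Noxa BH3 peptide and terbium anti-His antibody; 0% = Mcl-1 plus Noxa peptide wells and 100% = peptide-only wells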
Bim-Mcl-1: disrupts Bim peptide binding to human Mcl-1; Q07820; Bead-based flow cytometry, Bim peptide-Mcl-1 binding; inhibition, % at 10 µM; actives 0.1% (n = 190,000); in the data active = inhibition above about 40%;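 note: 0% = no compound tracer wells and 100% = peptide blocker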
Rab2A wt mod: changes GTP binding to wildtype dog Rab2A, up or down; actives 0.19% (n = 190,000); GST-Rab2 wt beads, Bodipy-GTP binding, flow cytometry; P61105; GTP binding activity, % at 10 µM;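 active = GTP binding activity at least 20 points away from 100%, either lowered or raised; inconclusive = signal likely due to the compound's own green fluorescence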;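 note: 0% = beads with excess unlabeled GTP and 100% = no-compound control corrected for plate trend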
* = called active by the depositor; ? = inconclusive; . = no result given.

SMILES	Mcl1-Bid inh	Rac1 mut GTP	RGS8-Gao	Cdc42 wt	Rab7 wt modul	Pf gametocyte	Rac1 wt GTP bind	HRas wt GTP	Mcl1 Noxa PPI	Bim-Mcl-1	Rab2A wt mod
COc1cccc(OCCNc2cc(N3CCOCC3)ccc2[N+](=O)[O-])c1	-5	98	104	99	100	15	102	100	-5	-5	99
C=CCn1c(-c2ccc(Cl)cc2)c[nH]c1=S	-12	98	85	100	97	.	102	99	8	0	99
CCN(c1ccc(N=Cc2c(O)n(Cc3ccc(OC)cc3)c(=O)c3ccccc23)cc1)C(C)C	-18	?	103	?	?	10	?	?	59*	.	?
COCCCn1c(-c2ccc(Cl)cc2)n[nH]c1=S	-48	99	.	105	99	.	107	102	-4	-3	102
Cc1ccc(C(=O)N2CCN(S(C)(=O)=O)C2)cc1	-18	101	99	102	104	.	105	102	16	-4	102
CCn1c(O)c(C=Nc2ccccc2)sc1=S	-23	99	100	98	102	-5	99	97	15	-1	98
O=C(O)CCN(CCC(=O)O)c1ccccc1	-42	98	102	101	103	9	102	101	8	-3	102
CC(C)NC(=O)CSc1nc(-c2cccs2)cc(-c2ccccc2)c1C#N	-5	93	102	98	96	15	98	98	-8	-3	99
Cc1cc(CNCc2c(C(=O)N(C)Cc3ccccc3)nc3ccccn23)nn1C	-7	98	101	99	107	4	102	98	2	-3	101
CCOc1ccc(N(CC(=O)Nc2cccc(F)c2)S(=O)(=O)c2c(C)noc2C)cc1	-14	98	115	95	99	.	101	96	12	-5	98
O=C(Nc1ccc2c(c1)CCC2)c1ccc(Br)s1	-29	95	103	98	104	-8	92	94	-5	0	96
O=c1oc2ccc3ccccc3c2cc1-c1nnc(-c2ccccc2)o1	20	?	104	?	?	-29	?	?	38	0	?
COc1ccc(S(=O)(=O)N(C)CC(=O)NCCC2=CCCCC2)cc1OC	-8	89	102	88	91	6	87	91	.	-3	89
CN1CCN(S(=O)(=O)c2ccc(-c3noc(C4CCN(S(C)(=O)=O)CC4)n3)cc2)CC1	-26	98	106	102	105	2	99	103	13	0	102
C=C(C)CSc1nnc(-c2cccc(S(=O)(=O)N(C)C)c2)n1-c1cc(OC)ccc1OC	-33	99	102	101	99	.	104	100	14	-1	99
O=C(CC1N=C2c3ccccc3N=C(SCc3ccc(Cl)cc3)N2C1=O)NCc1ccco1 (stereo unspecified)	3	98	98	100	100	.	100	96	21	1	97
CC(C)C(C)NC(=O)COC(=O)c1cccc(C(=O)OCC(=O)NC(C)C(C)C)n1 (stereo unspecified)	-12	98	99	101	104	22	103	102	3	0	104
N#C/C(=C/c1ccc(CNS(=O)(=O)c2ccccc2)o1)C(=O)NCc1ccccc1	-15	100	101	98	97	-2	101	97	6	-2	99
COCCn1c(=NC(=O)c2ccc3c(c2)OCO3)c(C#N)cc2c(=O)n3cccc(C)c3nc21	-3	93	89	93	92	.	93	93	16	-4	90
N#C/C(=C1\CCCN1)c1nc2ccccc2c(=O)[nH]1	5	97	100	100	99	.	101	98	15	0	97
CC(Oc1ccc(Cl)cc1Cl)C(=O)Nc1ccc2oc(-c3ccncc3)nc2c1 (stereo unspecified)	16	99	99	100	100	.	102	101	-29	-1	99
Cc1ccc(C2C(C#N)=C(N)N(N(C)C)C3=C2C(=O)CCC3)cc1 (stereo unspecified)	-70	97	94	99	99	.	101	101	17	-2	99
O=C(CCCN1C(=O)c2ccccc2C1=O)NCCCn1ccnc1	82*	94	102	94	107	.	96	96	19	-1	98
O=C(NCCc1nc2ccccc2[nH]1)/C(=C/c1ccco1)NC(=O)c1ccc(Br)o1	-38	103	117	102	98	22	106	102	2	-10	100
O=C(CCC1CCCN(Cc2cccc3c2OCO3)C1)NCc1ccc(F)c(F)c1 (stereo unspecified)	-17	96	104	99	93	7	100	97	8	2	93
O=C(Nc1nnc(C(F)(F)F)s1)c1cccnc1	5	100	102	104	100	.	111	100	13	-6	98
O=C(CCc1nc2ccccc2s1)OCC(=O)c1ccccc1	-9	97	95	98	97	.	102	96	7	-3	94
O=C(c1sc2cc(F)ccc2c1Cl)N1CCN(c2cccc(Cl)c2)CC1	-11	96	104	97	95	-43	96	95	11	-2	92
COc1ccc(-c2c(C)n([O-])c(C)c(C)[n+]2=O)cc1OC	-11	99	91	100	97	-2	102	100	9	-2	98
CCOC(=O)C1CCN(Cc2ccc(C(=O)OC)cc2)CC1	42	103	101	106	99	.	107	102	39	1	101
N#Cc1ccc(-c2ccc3c(c2)OCO3)nc1SCC(=O)OCc1ccccc1	-11	97	106	97	102	18	100	101	-42	0	98
CC(=O)NCCN=C(C)c1sc2ccccc2c1O	-20	99	103	100	99	-10	103	100	-9	2	98
CCN(CC)C1CCN(Cc2cn[nH]c2-c2ccc(OC)c(F)c2)C1 (stereo unspecified)	-36	98	100	97	105	-1	96	98	24	-5	101
O=C(NC1CCCC1)C(c1ccccc1)N(Cc1ccc2c(c1)OCO2)C(=O)Cc1cccs1 (stereo unspecified)	-10	99	100	102	103	.	107	103	6	-1	101
CCC(C(=O)NC(C)(C)C)N(Cc1ccco1)C(=O)Cn1nnc(-c2ccc(F)cc2)n1 (stereo unspecified)	-31	94	102	95	96	-21	103	95	6	0	95
CC(=O)CSc1nnc(CSc2ncccn2)n1C1CCCCC1	-18	98	99	96	96	-14	96	98	9	0	95
CCCCN1C(=O)N(C)C2NC(=O)NC21 (stereo unspecified)	-33	99	98	105	107	.	104	106	-13	-1	103
Cc1nn(CCCC(=O)Nc2cccnc2)c(C)c1[N+](=O)[O-]	-9	94	103	94	102	-6	95	97	12	0	98
Cc1cc(C)n2cc(CSc3nnnn3-c3ccc(Cl)cc3)nc2n1	-16	100	102	101	99	1	101	101	22	-1	101
Cc1cccc(N(C)S(=O)(=O)c2ccc3[nH]cc(C(=O)N4CCOCC4)c(=O)c3c2)c1	51*	95	102	97	96	-43	97	97	50	-1	96
CN(C)c1ccc(C(=S)N2CCN(C(=S)Nc3ccc(Cl)cc3)CC2)cc1	-40	95	97	95	95	8	98	94	13	-1	96
NC(=O)CC(NSc1ccccc1[N+](=O)[O-])C(=O)O (stereo unspecified)	-16	97	96	96	101	.	100	96	-10	-3	98
CC(C)N=C1NN=C(c2cccs2)CS1	-23	99	101	100	99	.	99	96	41	-5	100
CCCC(CCC)=NNC(=O)c1ccccc1F	-24	96	103	98	104	-27	97	98	5	-1	100
CN1CCN(c2ccc(NC(=O)c3ccc(-c4ccc(Br)cc4)o3)cc2)CC1	12	96	103	99	102	1	101	99	35	-2	99
C/C(=N\O)C(=O)NCCN1CCCCC1	-11	100	100	106	99	-4	106	100	3	-5	102
CC1Cc2ccccc2N1C(=O)COc1nc2ccccc2nc1N1CCOCC1 (stereo unspecified)	-4	100	111	102	101	-19	102	100	-4	0	102
CSc1nncn1/N=C/c1ccc2c(c1)OCO2	-2	97	98	101	95	10	100	101	3	0	99

Retrieved by structure from above, 2 records:
SMILES	Mcl1-Bid inh	Rac1 mut GTP	RGS8-Gao	Cdc42 wt	Rab7 wt modul	Pf gametocyte	Rac1 wt GTP bind	HRas wt GTP	Mcl1 Noxa PPI	Bim-Mcl-1	Rab2A wt mod
NC(=O)CC(NSc1ccccc1[N+](=O)[O-])C(=O)O (stereo unspecified)	-16	97	96	96	101	.	100	96	-10	-3	98
CCCC(CCC)=NNC(=O)c1ccccc1F	-24	96	103	98	104	-27	97	98	5	-1	100

(continued)
SMILES	Mcl1-Bid inh	Rac1 mut GTP	RGS8-Gao	Cdc42 wt	Rab7 wt modul	Pf gametocyte	Rac1 wt GTP bind	HRas wt GTP	Mcl1 Noxa PPI	Bim-Mcl-1	Rab2A wt mod
COc1ccc2[nH]c(=O)c(CN(Cc3ccc4c(c3)OCO4)C(C)=O)cc2c1	-2	?	114	?	?	.	?	?	.	2	?
COc1ccccc1N/C=C/c1onc(C)c1[N+](=O)[O-]	-31	99	98	96	100	-26	101	99	4	-3	97
CC1(C)CC(=O)C2=C(C1)N(N1CCOCC1)C(N)=C(C#N)C2c1cccnc1 (stereo unspecified)	-100	99	103	103	101	.	102	102	-4	3	101
Cc1ccc(NC(=O)Cn2ccsc2=N)c([N+](=O)[O-])c1	-7	97	99	91	102	-1	95	93	2	0	96
CCOC(=O)N1CCN(C(=S)Nc2ccccc2C)CC1	-15	103	100	101	96	-3	105	100	-1	-4	100
O=C(NCC1CCCO1)c1nnc(Cc2ccc(F)cc2)o1 (stereo unspecified)	9	99	98	103	99	.	106	101	18	-1	102
CCOC(=O)C1CCN(C(=O)C2c3ccccc3C(=O)N(C)C2c2ccc(OC)cc2)CC1 (stereo unspecified)	-18	99	115	104	98	1	102	97	-10	1	99
CC1CCN(c2ccc(C(=O)O)cc2NS(=O)(=O)c2ccc(Br)cc2)CC1	0	93	101	95	103	.	102	97	13	0	97
Cc1ccc(C(=O)CC(C(=O)O)c2cn(CCC#N)c3ccccc23)cc1 (stereo unspecified)	-22	96	101	98	99	.	102	99	-2	3	99
Cc1[nH]n(-c2ccccc2)c(=O)c1/C=C1/C=c2ccccc2=N1	-24	97	102	102	110	.	101	99	14	-1	99
COc1ccc(OCCC(=O)OCC(=O)Nc2cccc(S(=O)(=O)N3CCOCC3)c2)cc1	-13	93	107	98	104	-31	99	97	-17	0	98
CCOC(=O)N1CCN(C(=O)c2cn(CCOC)c(=O)c3c2c2ccccc2n3C)CC1	9	98	100	100	100	.	100	100	-7	-6	101
Cc1onc(-c2ccccc2Cl)c1C(=O)Nc1ccc(N2CCOCC2)cc1	8	95	104	100	96	.	99	97	13	0	95
COc1ccc(-c2csc(C3=C(O)CN(Cc4ccc(S(N)(=O)=O)cc4)C3=N)n2)cc1OC	-42	96	99	93	96	.	91	96	11	6	95
O=C(CN1C2CCCC1CC(NC(=O)c1ccccc1)C2)Nc1nccs1 (stereo unspecified)	6	100	.	101	101	.	104	104	26	-2	101
CCCCOc1ccc(CNC(=O)NS(=O)(=O)c2ccc(OCC(C)C)cc2)cc1	-34	98	100	100	100	12	104	100	3	1	98
COc1cc(SC)ccc1C(=O)OCC(=O)NC1CCCCC1	2	96	103	99	102	.	101	101	4	1	98
Oc1ccc(/C(Cc2ccc3ccccc3n2)=N\Nc2ccccc2)c(O)c1	-3	96	100	95	96	-26	96	97	-6	-1	97
CCN1CCC(=NNC(=O)CC23CC4CC(CC(C4)C2)C3)CC1	11	99	98	96	99	-18	99	97	2	-5	98
O=C(CSc1nc(O)c(Cc2ccccc2)c(=O)[nH]1)Nc1nc2c(s1)CCCC2	-12	?	103	?	?	.	?	?	-1	-1	?
Cc1ccc(CNC(=O)CSCC(=O)O)cc1	-5	103	103	103	102	.	109	105	19	-3	104

Random draw from the library; about 2.9% have a hit in one of these screens.
